GLP1R cytotox: cytotoxic in the GLP-1 receptor inverse agonist counter-screen | AID 624418 | Potency, µM (series often up to 38.3 µM), for inactives: top-dose activity change, negative = inhibition, usual class: inhibitors | hit rate 0.13% among 410,000 | HEK293 cAMP-luciferase reporter cells, luminescence, 24 h;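 also: loss of luciferase light is scored as toxicity; potency is read from the fitted curve at half-maximal effect; % is scaled to controls: 0 for no effect and ±100 for the full control effect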
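Seeding density was 200 cells/uL; after overnight-length (12 h) culture, 23 nL compounds went on for 24 h at 37 °C. Readout used a luciferase detection reagent, luminescence taken after 12 min at room temperature.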
IL1B secr inh: blocks inflammasome-driven IL-1 beta release. activity change, % at 57.5 µM. THP-1 LPS/ATP IL-1B secretion, AlphaLISA, 16 h; active compounds read low. hit rate 4.7% among 360,000; in the data active = activity change below about -50%; inconclusive = mostly about -30% to -49%; also: % is scaled to controls: 0 for no effect and ±100 for the full control effect
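THP-1 cells pretreated 1 hr with compounds (up to 57.5 uM final), then stimulated with LPS (250 ng/mL final) plus ATP (1.25 mM final); secreted IL-1B measured by AlphaLISA after 16 hr, decreased signal indicating inhibition.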
MCF10A rereplic: inducers of DNA re-replication in MCF 10A breast cells; hit rate 2.9% among 350,000; Potency, µM (top dose mostly 46.1 µM), without a hit: top-dose activity, positive = re-replication, most hits filed as activators; MCF 10A DNA re-replication, Hoechst nuclear intensity, 48 h; also: potency is read from the fitted curve at half-maximal effect; % of control where 0% means no effect; nearly all actives have a fitted effect of over 50% in size
HT1080NT lethal: kills 2HG-producing HT-1080-NT fibrosarcoma cells; HT-1080-NT fibrosarcoma viability, CellTiter-Glo ATP luminescence, 48 h; Potency, µM (highest dose often 46.1 µM), for the others: at the highest dose activity, negative = less viability, usual class: cytotoxic; AID 686970; hit rate 1.6% among 360,000;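 also: NT is the 2HG producing partner of a matched IDH1 knockdown line; potency is read from the fitted curve at half-maximal effect; 0% = DMSO-treated cells and -100% = media-only wells without cells; nearly all actives have a fitted effect of over 55% in size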
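750 cells/well, RPMI + 5% FBS; 2 h settle, compound pin-transfer, 48 h at 37 degrees C. CellTiter-Glo 10 min RT, luminescence. Normalized to DMSO and media-only wells.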
KB-V1 MDR tox: KB-V1 MDR subline cytotoxicity. KB-V1 MDR cells viability, CellTiter-Glo, 72 h. Potency, µM (series often up to 46.1 µM), inactives show at the top dose activity change, negative = cytotoxicity, actives largely listed as cytotoxic. hit rate 3.4% among 400,000. AID 1347076; also: potency is read from the fitted curve at half-maximal effect; % is scaled to controls: 0 for no effect and ±100 for the full control effect; nearly all actives have a fitted effect of over 60% in size
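qHTS viability screen in drug-selected KB-V1 MDR cells: 72 h compound treatment at 37 degrees C, ATP luminescence end point.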
KB-3-1 cytotox: kills parental KB-3-1 adenocarcinoma cells. KB-3-1 viability, CellTiter-Glo ATP luminescence, 72 h. Potency, µM (series often up to 46.1 µM), for the others: at the top dose activity change, negative = cytotoxic, actives largely listed as cytotoxic. hit rate 1.4% among 400,000. AID 1347075; also: potency is read from the fitted curve at half-maximal effect; % is scaled to controls: 0 for no effect and ±100 for the full control effect; nearly all actives have a fitted effect of over 60% in size
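Using CellTiter-Glo luminescence, growth of non-resistant KB-3-1 adenocarcinoma cells is assessed 72 h after pin-tool compound addition at 37 °C. Normalized responses across the concentration series yield fitted curves.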
D3 ag: agonists of human D3 dopamine receptor; P35462; D3R DiscoveRx beta-arrestin cells, luminescence, 90 min; max activation, %; hit rate 0.58% among 410,000; AID 652048; in the data active = max activation above about 30%; also: 0% is about no effect; mostly tested at two doses, the higher about 12 µM
Target sequence (P35462 whole entry, looked up): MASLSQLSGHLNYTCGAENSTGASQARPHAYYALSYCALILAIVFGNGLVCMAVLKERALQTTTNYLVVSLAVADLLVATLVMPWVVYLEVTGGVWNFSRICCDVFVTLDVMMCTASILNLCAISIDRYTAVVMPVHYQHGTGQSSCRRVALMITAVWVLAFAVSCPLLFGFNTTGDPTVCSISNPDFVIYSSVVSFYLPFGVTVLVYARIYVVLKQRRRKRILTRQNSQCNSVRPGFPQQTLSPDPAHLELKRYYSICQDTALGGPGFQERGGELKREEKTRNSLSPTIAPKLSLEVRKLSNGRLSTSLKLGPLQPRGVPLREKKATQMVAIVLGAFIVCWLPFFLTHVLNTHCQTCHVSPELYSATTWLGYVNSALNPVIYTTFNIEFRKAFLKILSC
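Agonist mode: compounds and dopamine controls were applied to plated cells for 90 min at 37 degrees C after an overnight attachment at 1500 cells/well. Luminescent read-out followed 30 - 60 minutes at room temperature with DiscoveRx detection reagent.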
SW480 rerep: inducers of DNA re-replication in SW480 colon cancer cells; Potency, µM (doses to about 46.1 µM), inactives show at the top dose re-replication activation, actives largely listed as activators; AID 624297; SW480 DNA re-replication, Hoechst DNA content imaging, 48 h; hit rate 1.8% among 340,000; also: potency is read from the fitted curve at half-maximal effect; % of control where 0% means no effect; nearly all actives have a fitted effect of over 55% in size
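Quantitative HTS format with DMSO vehicle controls; 48 hr drug incubation at 37 C, then 40 min Hoechst staining and scanning imager measurement at 405 nm excitation.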
HT1080 IDH1KD tx: HT-1080 IDH1 knockdown cell toxicity (counter line); HT-1080 IDH1 knockdown viability, ATP luminescence, 48 h; Potency, µM (top dose mostly 46.1 µM), for the others: at the top dose activity, negative = toxicity, usual class: cytotoxic; hit rate 2% among 360,000;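 also: potency is read from the fitted curve at half-maximal effect; 0% = DMSO wells and -100% = cell-free medium wells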
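Viability of IDH1-knockdown HT-1080 fibrosarcoma cells was assessed by CellTiter-Glo after 48 h at 37 °C with titrated compound; concentration-effect curves were classified by fit quality and response size.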
* hit, by the source's call; ? = inconclusive; . = no result given; & = joins results of further samples; [ ] = dose if it differs, or a comment. Unless noted, calls follow the shape of the dose curve; as a rule, active = well fitted curve in the direction sought with a large enough effect; inconclusive = small, poorly fitted or top-dose-only effect, or another doubt; inactive = no such curve, though single readings can be large; an effect the other way counts as inactive or inconclusive.

The opening two compounds, to show the layout:
SMILES | GLP1R cytotox | IL1B secr inh | MCF10A rereplic | HT1080NT lethal | KB-V1 MDR tox | KB-3-1 cytotox | D3 ag | SW480 rerep | HT1080 IDH1KD tx
COc1cccc(C(=O)c2cn(CC(=O)Nc3cccc(C)c3C)c3nc(C)ccc3c2=O)c1 | -6.2% | . | . | . | 3.2% | -4.0% | 1.3 | . | .
Cc1ccc(S(=O)(=O)/C(C#N)=C/c2c(N3CCN(C)CC3)nc3ccccn3c2=O)cc1 | 73.2%[activator] | 1.2 | 3.6% | -1.4% | 19.2% | 0.0% | -10.9 | -8.3% | -2.0%

Results, previewed entries included:
SMILES | GLP1R cytotox | IL1B secr inh | MCF10A rereplic | HT1080NT lethal | KB-V1 MDR tox | KB-3-1 cytotox | D3 ag | SW480 rerep | HT1080 IDH1KD tx
COc1cccc(C(=O)c2cn(CC(=O)Nc3cccc(C)c3C)c3nc(C)ccc3c2=O)c1 | -6.2% | . | . | . | 3.2% | -4.0% | 1.3 | . | .
Cc1ccc(S(=O)(=O)/C(C#N)=C/c2c(N3CCN(C)CC3)nc3ccccn3c2=O)cc1 | 73.2%[activator] | 1.2 | 3.6% | -1.4% | 19.2% | 0.0% | -10.9 | -8.3% | -2.0%
COC(=O)[C@H](Cc1c[nH]c2ccccc12)NC(=O)NCc1ccccc1 | -3.2% | -6.2 | 4.7% | 3.1% | 4.6% | -5.2% | 9.7 | 25.5% | 0.0%
CCCc1cc(=O)[nH]c2nnc(SCC(=O)Nc3nnc(CC)s3)n12 | 19.1% | 3.8 | -2.7% | -2.0% | -4.4% | -4.0% | -29.2 | -0.9% | -0.8%
Cc1ccccc1-c1nc2cc(N)ccc2o1 | -10.1% | -6.9 | 13.5% | 0.2% | ? | 9.9% | 1.7 | 10.3% | -0.3%
COc1cc(C(=O)Oc2cc(C)cc(C)c2)cc(OC)c1OC | -0.2% | 15.7 | 3.0% | 2.8% | 14.6% | 22.6% | 2.2 | -6.2% | 2.5%
CC1CCCCC1NC(=O)COC(=O)/C=C/c1ccco1 (stereo unspecified) | 2.3% | -6.5 | 3.8% | 3.8% | -9.6% | 1.1% | 4.3 | -5.3% | 0.0%
CCOC(=O)C1=C(C)C(c2ccc(OC)cc2OC)NC(=O)N1 (stereo unspecified) | -8.6% | -2.2 | 1.1% | 6.9% | -2.2% | 0.1% | 2.3 | 1.1% | -5.2%
Cc1ccc(-c2c(C(=O)Nc3ccccc3F)oc(=O)c3ccccc23)cc1 | 6.5% | . | . | . | 27.7% | 13.4% | 0.9 | . | .
Cc1cc(CCN2CCC(=O)NC2=S)ccc1OC(C)C | -5.8% | -17.0 | -2.3% | 10.8% | -8.0% | -0.5% | 2.9 | -3.5% | 1.3%
COc1ccccc1CNn1c(-c2cccc(C)c2)nc2ccccc2c1=O | -25.4% | -24.8 | 13.8% | -1.0% | 23.1µM* | 4.6% | -1.2 | -4.0% | -5.3%
Cc1ccn2c(Cc3ccccc3)c(-c3ccc(Br)cc3)nc2c1 | -10.5% | 45.6 | . | -3.6% | ? | ? | -12.3 | . | -13.8%
COC(=O)Cc1ccc(N(Cc2ccccc2F)S(=O)(=O)c2ccc(C)cc2)cc1 | 5.4% | 21.6 | 0.9%&-4.7% | 0.5% | -17.0% | -0.8% | -3.7 | ? | 0.8%
CC(C)N1C(=O)CCC1C(=O)N1CCCc2ccccc21 (stereo unspecified) | 4.8% | 9.1 | 2.5% | -1.0%[9.24 µM] | 11.6% | -3.7% | 1.4 | -1.8% | -16.8%
COc1ccc(CC(=O)NCc2nnc(SCc3ccc([N+](=O)[O-])cc3)n2C)cc1 | -11.5% | 13.2 | -0.6% | -6.4% | -13.9% | -6.2% | -0.9 | -0.9% | -18.1%
O=C(CSc1n[nH]c(=O)n1C1CC1)Nc1ccc(F)c([N+](=O)[O-])c1 | 6.6% | -8.7 | 13.7% | -0.1% | -2.9% | 13.2% | 5.1 | 2.7% | 2.5%
O=C1N=C(N2CCN(c3ccccc3)CC2)S/C1=C/c1ccco1 | -28.0% | 0.0 | -1.8% | 11.4% | -28.9% | 2.2% | 7.7 | 0.6% | 9.3%
CCCCOc1ccc(CN2CCCCC2)cc1 | -12.4% | 0.0 | 27.7% | 25.0% | -4.5% | -7.5% | -27.8 | -12.9% | 2.5%
Cc1ccc(S(=O)(=O)Nc2nc3ccccc3nc2N2CCN(c3ccccc3F)CC2)cc1 | -16.6% | 44.2 | ? | -12.3% | -13.6% | -0.3% | -4.2 | -11.1% | -16.6%
CNC(=S)N/N=C/c1cn(Cc2c(F)cccc2Cl)c2ccccc12 | -16.2% | 38.3 | -0.1% | -15.0% | ? | ? | -0.2 | -6.4% | -27.1%
CC[C@@H](C)[C@H](NC(=O)Cc1c(C)c2cc3c(C)c(C)oc3c(C)c2oc1=O)C(=O)O | 16.9% | -6.8 | -0.6% | -13.2% | 8.9% | 0.3% | 2.5 | -10.4% | 3.7%
N#Cc1c(NC(=O)CCCC(=O)O)sc2c1CCCCC2 | 3.6% | -11.2 | 7.5% | 5.7% | -1.9% | -9.1% | 3.1 | 5.5% | 0.0%
COc1ccc(NC(=O)N2CCCCC2c2cccnc2)cc1 (stereo unspecified) | 10.9% | -4.7 | 2.0% | -5.7% | -23.7% | -6.7% | 10.0 | 1.0% | -0.8%
Cc1cccc(S(=O)(=O)N2CN(Cc3ccco3)c3nc4ccccc4nc32)c1 | 2.3% | -13.2 | -0.4% | -11.0% | -14.3% | -23.1% | 1.7 | 13.3% | -16.7%
CCOC(=O)N1CCC(Nc2c(-c3ccc(C)c(C)c3)c(=O)c2=O)CC1 | -8.8% | 7.5 | 8.7% | 2.3% | 15.1% | 17.9% | -1.7 | -4.7% | 1.7%

Single entries from the results shown:
In KB-3-1 cytotox, O=C1N=C(N2CCN(c3ccccc3)CC2)S/C1=C/c1ccco1 has 2.2%
In IL1B secr inh, Cc1cccc(S(=O)(=O)N2CN(Cc3ccco3)c3nc4ccccc4nc32)c1 has -13.2

Following part:
SMILES | GLP1R cytotox | IL1B secr inh | MCF10A rereplic | HT1080NT lethal | KB-V1 MDR tox | KB-3-1 cytotox | D3 ag | SW480 rerep | HT1080 IDH1KD tx
O=c1cc(-c2cc3ccccc3o2)c2cc(O)ccc2o1 | -1.9% | -16.0 | 13.5% | ? | -6.0% | 5.9% | 3.7 | 13.8% | ?
COC(=O)C1(CCSC)NC(c2ccccc2F)C2C(=O)N(c3ccc4c(c3)OCCO4)C(=O)C21 (stereo unspecified) | -19.3% | -16.4 | -0.1% | -0.9% | -5.5% | 11.2% | -7.9 | -1.4% | 1.4%
O=C(CN1CCN(Cc2ccc3c(c2)OCO3)CC1)Nc1ccc2c(c1)OCCO2 | -1.7% | 15.1 | -5.4% | -7.6% | ? | 1.3% | -8.9 | -1.7% | -5.3%
Cc1ccc(CNC(=O)CSCc2ccc(F)cc2)cc1 | 8.3%&-12.5% | 0.0 | -1.1% | -5.9% | -2.8% | -9.7% | -5.7&2.9 | -4.3% | 0.5%
Cc1ccc(N2CC(C(=O)OCC(=O)c3ccc([N+](=O)[O-])cc3)CC2=O)cc1 (stereo unspecified) | 5.4% | -74.4* | 4.6% | 0.8% | 14.5% | 6.7% | 3.7 | 1.2% | -10.4%
CSc1nc2ccc(N3C(=O)C4CCCCC4C3=O)cc2s1 (stereo unspecified) | -3.0% | -2.7 | 2.4% | 1.0% | ? | -2.4% | -7.4 | -9.0% | 6.4%
CCc1ccc(C(=O)COC(=O)C(CCSC)NC(=O)C23CC4CC(CC(C4)C2)C3)cc1 (stereo unspecified) | -17.1% | 3.5 | 0.1% | 19.5% | ? | ? | -5.6 | -1.2% | 12.3%
CCCCNC(=O)[C@H]1N2C(=O)c3c(ccc(OC)c3OC)C2SC1(C)C (stereo partly specified) | -3.9% | -12.3 | 0.7% | -3.3% | -3.5% | 0.7% | -5.9 | 7.7% | -9.5%
Cc1cccc(OCc2ccc(-c3nc(C#N)c(NCc4cccnc4)o3)o2)c1 | -12.8% | . | . | . | -5.1% | -14.4% | -2.1 | . | .
O=C(O)/C(=C\c1ccc(Cl)c([N+](=O)[O-])c1)c1ccc(S(=O)(=O)N2CCCC2)s1 | 14.9% | 5.7 | 5.7% | 0.5%[9.24 µM] | 0.0% | 13.8% | 2.5 | -0.8% | -0.3%
COc1cc(CCC(=O)OCC(=O)Nc2c(C)cccc2C(C)C)cc(OC)c1OC | -3.0% | 17.4 | -3.0% | -3.3% | 18.3% | 1.1% | 4.2 | -2.4% | -2.6%
O=C(NC1CCCC1)C1CC(c2ccc(F)cc2)=NO1 (stereo unspecified) | -5.8% | 15.6 | 15.6% | -16.9% | -13.4% | ? | -5.0 | -4.9% | 3.0%
CCc1cccc(C)c1NS(=O)(=O)c1ccc2c(c1)NC(=O)C(C)C(=O)N2 (stereo unspecified) | -16.1% | . | . | . | 4.3% | -1.9% | -14.5 | . | .
Cc1ccc(-c2cc(NC(=O)c3ccccc3Cl)on2)cc1 | -2.6% | . | . | . | 3.0% | 1.7% | -13.9 | . | .
CCc1nnc(NC(=O)CCC(=O)N2CCN(S(=O)(=O)c3cc(Cl)ccc3OC)CC2)s1 | -10.2% | -5.2 | ? | -13.9% | 0.0% | 10.3% | 11.2 | 8.7% | -0.7%
Cn1c(=O)c2c(ncn2Cc2cccc(Cl)c2)n(C)c1=O | -11.1% | -29.9 | -5.1% | ? | ? | ? | -6.2 | 4.6% | 0.0%
Cc1ccc(-n2c(=O)c3oc4ccccc4c3n(Cc3ccccc3)c2=O)cc1C | 2.0% | . | . | . | -8.0% | -0.9% | 7.2 | . | .
CC1(C)Cc2c(oc3ncn4ncnc4c23)CO1 | 0.8% | 8.9 | 3.5% | 2.2% | -0.1% | ? | 6.0 | -8.1% | 2.3%[9.24 µM]
CCN(CC)S(=O)(=O)c1ccc2c(c1)c(=O)c(C(=O)NCCc1ccccc1)cn2C | 13.9%&0.3% | -25.8 | 2.8% | 11.0% | -12.2%&4.9% | 2.0%&10.4% | -5.6&-8.5 | -3.6% | 1.5%

Screens (PubChem)
